Source: PubChem
GLP-1R inv ag: inverse agonists of human GLP-1 receptor; AID 624417; HEK293 GLP-1R CRE-luciferase, luminescence, 24 h; GLP-1R form is constitutively active; actives 1.6% (n = 410,000); Potency, µM (top dose mostly 38.3 µM), for the others: at the top dose activity change, negative = inhibition, usual class: inhibitors; P43220; note: % is set by controls: 0 for no effect and ±100 for the full control effect; nearly all actives have a fitted effect of over 55% in size
Target sequence (P43220 whole entry, looked up): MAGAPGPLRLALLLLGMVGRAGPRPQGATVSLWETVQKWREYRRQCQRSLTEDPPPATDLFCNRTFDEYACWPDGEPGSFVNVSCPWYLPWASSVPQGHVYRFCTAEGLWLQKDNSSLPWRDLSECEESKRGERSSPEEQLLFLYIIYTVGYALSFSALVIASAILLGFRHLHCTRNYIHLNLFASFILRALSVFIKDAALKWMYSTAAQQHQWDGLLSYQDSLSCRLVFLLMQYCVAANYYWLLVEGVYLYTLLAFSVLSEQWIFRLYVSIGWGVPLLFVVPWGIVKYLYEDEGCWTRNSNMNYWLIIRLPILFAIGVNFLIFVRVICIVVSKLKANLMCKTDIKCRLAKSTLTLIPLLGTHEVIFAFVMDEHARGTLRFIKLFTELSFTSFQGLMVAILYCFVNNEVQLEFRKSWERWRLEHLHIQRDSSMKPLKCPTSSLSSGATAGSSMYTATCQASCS
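Cells are plated, allowed 12 hours at 37 deg C, then treated with compounds for 24 hr before luciferase detection reagent is added and luminescence is read after 12 min at room temperature. The HEK293 line carries constitutively active GLP-1R with a cAMP-responsive reporter.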
PTHR1 agonist: PTHR1 (human) receptor agonism; HEK293 GP2 PTHR1 cells, GloSensor cAMP luminescence, 1 h; AID 743266; Potency, µM (series often up to 115 µM), for the others: at the highest dose activation, most hits filed as activators; actives 0.075% (n = 410,000); note: nearly all actives have a fitted effect of over 55% in size; some results filed as inactive show a strong effect at the top dose; inactives centre near -15; many of its hits are not listed in these tables
Target sequence (Q03431 whole entry, looked up): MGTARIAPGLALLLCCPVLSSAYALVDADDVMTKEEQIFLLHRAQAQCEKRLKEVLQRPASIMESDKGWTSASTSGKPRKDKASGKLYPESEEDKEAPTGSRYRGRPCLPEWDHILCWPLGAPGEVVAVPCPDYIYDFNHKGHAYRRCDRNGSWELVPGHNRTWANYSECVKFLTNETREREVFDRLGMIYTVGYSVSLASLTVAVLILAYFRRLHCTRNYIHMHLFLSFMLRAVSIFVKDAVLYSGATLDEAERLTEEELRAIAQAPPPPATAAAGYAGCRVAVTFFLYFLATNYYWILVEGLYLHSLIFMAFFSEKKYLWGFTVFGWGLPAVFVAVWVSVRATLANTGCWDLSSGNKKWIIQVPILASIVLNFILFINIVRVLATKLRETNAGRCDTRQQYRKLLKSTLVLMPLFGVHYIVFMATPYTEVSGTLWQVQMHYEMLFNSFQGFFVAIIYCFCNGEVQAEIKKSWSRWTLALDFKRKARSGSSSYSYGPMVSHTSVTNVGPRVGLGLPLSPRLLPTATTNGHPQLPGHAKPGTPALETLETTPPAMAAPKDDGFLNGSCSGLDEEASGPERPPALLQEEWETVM
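HEK-293-derived GP2 cells expressing PTHR1 and a GloSensor cAMP reporter, 3,000/well, plated overnight, given luciferin plus IBMX (each 0.5 mM as added) for 1 h at 37 °C, then compound for 1 h at 37 °C. Luminescence was read after 15 min at room temperature.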
HEK293 tox: cytotoxicity in counter-screen for GLP-1R inverse agonists; Potency, µM (titrated, usually from 38.3 µM), for the others: top-dose activity change, negative = inhibition, actives largely listed as inhibitors; HEK293 cAMP-luciferase reporter cells, luminescence, 24 h; actives 0.13% (n = 410,000);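 note: loss of luciferase light is scored as toxicity; % is set by controls: 0 for no effect and ±100 for the full control effect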
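Cells in DMEM/10% Nu serum/1% pen-strep, 1536-well format. Pre-incubated 12 h, dosed with 23 nL compound, incubated a further 24 h. Luciferase detection, 12 min at room temp, luminescence.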
Starred values were filed as active, the others as inactive; i = inactive; ? = inconclusive; . = not tested or not shown; [ ] = dose if it differs, or a comment. Calls come from the whole dose curve; as a rule, active = well fitted curve in the direction sought with a large enough effect; inconclusive = small, poorly fitted or top-dose-only effect, or another doubt; inactive = no such curve, though single readings can be large; an effect the other way counts as inactive or inconclusive. Potency is the fitted concentration of half-maximal effect.

Second line of a record – GLP-1R inv ag, PTHR1 agonist, HEK293 tox
Cc1ccc(OCc2nc3ccccc3n2CC(C)C)cc1
    ?, i, 7%
O=c1cc(-c2ccccc2)n2c(SCc3c(F)cccc3Cl)nnc2[nH]1
    -1%, -18%, -4%
CCOC(=O)c1cc2c(=O)n3ccccc3nc2n(CCOC)c1=NC(=O)C(C)(C)Oc1ccc(Cl)cc1
    13%, i, 9%
CCOC(=O)c1c(NC(=O)c2cc(=O)c3c(C)cc(C)cc3o2)sc(C)c1C
    14%, i, 3%
O=C(c1ccccc1F)N1CCC(c2nc3c(nnn3Cc3cccc(F)c3)c(=O)[nH]2)CC1
    11%, i, 1%
CCOCCSc1c(C)cnc2c1c(=O)n(C)c(=O)n2C
    -14%, i, 5%
CSc1ccc(CNc2ncc(-c3ccccc3)n2C)cc1
    0%, -49%[inhibitor], -11%
Cc1cc(Nc2cc(F)ccc2C)nc(-n2nc(C)cc2C)n1
    ?, i, -10%
Cn1c(SCc2ccccc2F)nc2c([nH]c3ccccc32)c1=O
    10%, 10%, 1%
COC(=O)c1ccc(NC(=O)Nc2nnc(N(C)C3CCCCC3)s2)cc1
    0%, -41%, -8%

Next section.
Second line of a record – GLP-1R inv ag, PTHR1 agonist, HEK293 tox
CC(C)(C)OC(=O)N1CCC(c2c(C(=O)N3CCN(c4ccccn4)CC3)cnn2-c2cccc(F)c2)CC1
    3%, i, 5%
O=C(CSc1nc2nccnc2c(=O)n1CCc1c[nH]c2ccccc12)Nc1ccc(F)cc1
    -27%, -48%, -18%
Cc1nc(-c2ccc(C)c(S(=O)(=O)N3CCC(C(=O)NCc4ccc(F)cc4)CC3)c2)no1
    16%, -2%, 5%
CC(CNC(=O)c1ccc2nc(Cc3ccccc3)oc2c1)c1ccccc1 (centres undefined)
    11µM*, -48%[inhibitor], -13%
CCCCS(=O)(=O)CC(O)CSc1nc(-c2ccc(C)cc2)cc(-c2ccccc2)c1C#N (centres undefined)
    ?, i, 18%
CCCc1nc2ccccc2n2c(-c3ccc(C)cc3)c3c(=O)n(C)c(=O)n(C)c3c12
    1%, -18%, 5%
COC(=O)c1ccc(NC(=O)CN(Cc2ccccc2)S(=O)(=O)c2ccc(Cl)cc2)cc1
    8.9µM*, -42%, -16%
Cc1oc2ncn(C)c(=O)c2c1C(=O)N(C)c1ccccc1F
    ?, -16%, -10%
Cc1oc(-c2ccccc2)nc1CNC(=O)NC1CCCCC1
    -1%, -22%, -8%
Cc1ccccc1NC(=O)CCC(=O)N1CCSc2ccccc21
    -24%, 6%, 0%

Remaining list, next part.
Second line of a record – GLP-1R inv ag, PTHR1 agonist, HEK293 tox
O=C(O)c1cccc(NC(=O)c2cc3cc(Br)cc(Br)c3oc2=O)c1
    -8%, -7%, 0%
CCc1ccc(NC(=O)CSC2=Nc3ccccc3C3=NC(CCC(=O)NCc4cccs4)C(=O)N23)cc1 (centres undefined)
    ?, -5%, -3%
COC(=O)c1c(C)sc(-c2c(-c3ccc(F)cc3)[nH]c3[nH]c(=O)[nH]c(=O)c23)c1O
    4%, i, -1%
O=C(Nc1ccc(F)cc1F)C1CCN(c2ncccn2)CC1
    13%, i, 2%
Cc1ccc2sc(N(Cc3cccnc3)C(=O)CCOc3ccccc3)nc2c1C
    -25%, i, -8%
CCOc1ccc(CCNC(=O)c2ccc(C)c(-n3c(C)nc4cccnc43)c2)cc1OCC
    19%, i, 2%
CCOc1ccc(-n2c(Cc3ccccc3)nnc2SCc2nc(-c3ccccc3C)no2)cc1
    ?, i, -19%
Cc1ccc(NC(=O)CN2C(=O)c3cccnc3Oc3ccc(Cl)cc32)cc1
    2%, -39%[inhibitor], -23%
Cc1ccccc1Cn1c(SCc2ccc(C(=O)NCc3cccs3)cc2)nc2ccncc21
    ?, 11%, 1%
CCOC(=O)c1ccccc1Nc1cc(C)nc2nc(-c3ccco3)nn12
    16%, -12%, -7%

(more compounds)
Second line of a record – GLP-1R inv ag, PTHR1 agonist, HEK293 tox
COc1ccc(C)cc1NC(=O)CCS(=O)(=O)c1ccc2c(c1)CC(=O)N2C
    -3%, i, -8%
Cc1nn(C(C)C(=O)NC2CCCCC2)c(=O)c2c1sc1ccccc12 (centres undefined)
    -1%, i, 4%
CCC(=O)N1CCc2cc(Br)cc(S(=O)(=O)CCC(=O)Nc3ccc(C)c(C)c3)c21
    14%, i, -12%
Cc1cccc(N2CCN(C(=O)Cn3ncc4c5ccccc5n(C)c4c3=O)CC2C)c1 (centres undefined)
    4%, -7%, -1%
Cc1cccc(OCC(=O)OCc2cc(=O)n3nc(C4CC4)sc3n2)c1
    4%, -22%, -9%
CC(CNC(=O)C1CCN(Cc2cc3ccccc3n2Cc2ccccc2)CC1)c1ccccc1 (centres undefined)
    10µM*, -20%, -3%
Cc1ccc(CNC(=O)c2ccc3c(c2)nc(C)n3-c2cccc(F)c2)cc1
    ?, i, -20%
COc1cccc(CNCCSc2nnnn2-c2ccccc2)c1OC
    -13%, -6%, -3%
CCn1cc(C(=O)N2CCN(c3ccccc3)CC2)c(=O)c2cc(S(=O)(=O)N3CCCC3)ccc21
    -12%, i, 20%
COc1ccc(C(=O)Nc2ccc3oc(-c4cc(Cl)ccc4Cl)nc3c2)cc1Br
    1%, i, 13%

Remaining list, next part:
Second line of a record – GLP-1R inv ag, PTHR1 agonist, HEK293 tox
CC1CCc2nn(CC(=O)Nc3ccccc3Cl)cc2C1 (centres undefined)
    -6%, -8%, 1%
CCCCNC(=O)CCCCCn1c(=O)[nH]c2ccccc2c1=O
    11%, i, -4%
Cc1nc2ccccc2n1CCc1nc2c3ccccc3nc(SCC(=O)Nc3ccc(Br)cc3F)n2n1
    14%, i, -6%
COc1ccc(-c2cc3c(=O)n(CC(=O)Nc4cc(C)ccc4C)ccn3n2)cc1
    0%, i, -20%
O=C(NC1(C(F)(F)F)C(=O)Nc2c1c(=O)[nH]c(=O)n2CCc1ccccc1)c1ccc(Cl)cc1 (centres undefined)
    13%, i, 5%
COc1ccc(S(=O)(=O)c2cnc3ccc(Cl)cc3c2N2CCCCC2C)cc1 (centres undefined)
    ?, i, -4%
O=C(c1ccc(F)cc1)N1CCC(c2nc(-c3ccc(S(=O)(=O)N4CCCC4)cc3)no2)CC1
    1%, i, 5%
CCn1c(=O)c(=O)n(CC)c2cc(N3CCCCC3)c(NC(=O)c3cccc(OC)c3)cc21
    0%, 23%, 0%
Cc1ccn2c(=O)c(NC(=O)c3cccc([N+](=O)[O-])c3C)c(C)nc2c1
    ?, i, -30%
CC(C)CCOc1ccc(Cn2c(=O)oc3ccccc32)cc1
    1%, i, 0%

The listing continues.
Second line of a record – GLP-1R inv ag, PTHR1 agonist, HEK293 tox
CC(C)COc1ccc(C(=O)Nc2nnc(S(=O)(=O)N(C)Cc3ccco3)s2)cc1
    8%, i, 2%
COc1cc(OC)c(NC(=O)Cc2ccc(-n3c(C)nc4cccnc43)cc2)cc1Cl
    17%, -26%, 0%
O=c1c2c3c(sc2n(Cc2cc(=O)n4ccccc4n2)c(=O)n1-c1ccc(Cl)cc1)CCC3
    5%, -16%, 0%
COc1ccc(-n2ccnc(NCCc3ccc(S(N)(=O)=O)cc3)c2=O)cc1
    -21%, -7%, -14%
Cc1ccc(NC(=O)C(Cc2ccccc2)n2cccc2)c(C)c1 (centres undefined)
    ?, i, 11%
O=C(CN1CCCN(S(=O)(=O)c2ccc(Br)cc2)CC1)Nc1cccc(C(F)(F)F)c1
    ?, -35%[inhibitor], -2%
Cc1ccc(CCNC(=O)c2sc3ncccc3c2-n2c(C)ccc2C)cc1
    11µM*, -33%[inhibitor], -5%
CCCN(CCC)CCNC(=O)c1sc2nc3n(c(=O)c2c1C)CCCCC3
    ?, 3%, -2%
CN(c1ncnc2c1c(-c1ccccc1)cn2-c1ccc(F)cc1)C1CCCCC1
    ?, 9%, 23%
CCC(C)NC(=O)c1[nH]c2cc(C)ccc2c1Sc1ccc(Cl)cc1 (centres undefined)
    -2%, 6%, 2%

(continued)
Second line of a record – GLP-1R inv ag, PTHR1 agonist, HEK293 tox
CCc1ccc(OC(C)C(=O)N2CCC(c3nc4ccccc4o3)CC2)cc1 (centres undefined)
    ?, -3%, 2%
CCOC(=O)c1ccccc1NC(=O)CN1CCCN(Cc2cc(C)ccc2C)S1(=O)=O
    12%, -13%, -8%
O=C(NCc1cccc(Cl)c1)c1ccc2c(c1)nc1n2CCOC1
    19%, i, -1%
Cc1cc2[nH]c(=O)c(=O)[nH]c2cc1S(=O)(=O)NCc1ccc(F)cc1
    17%, 18%, -10%
COc1ccc(-c2nc(Cn3c(=O)cc(-c4ccccc4)c4c(C)nn(C)c43)c(C)o2)cc1OC
    12%, 5%, -7%
CCN(CC)CCNC(=O)C(=O)NCC(c1cccnc1)N1CCN(c2ccc(F)cc2)CC1 (centres undefined)
    -10%, -11%, 3%
Cc1ccsc1CN(C(=O)COc1ccc(Cl)cc1)C1CCS(=O)(=O)C1 (centres undefined)
    -18%, -13%, 1%
CCOc1ccccc1NC(=O)C(=O)NCC(c1cccnc1)N1CCN(c2ccccc2)CC1 (centres undefined)
    0%, -46%, -3%
Cc1csc2nc(COC(=O)c3cccc(NC(=O)COc4ccccc4Cl)c3)cc(=O)n12
    -8%, -34%[inhibitor], -13%
COc1ccc(N2CCN(C(=O)CN3C(=O)CSc4c3c(C)nn4-c3ccccc3)CC2)cc1
    11%, i, 3%

Going on with the list.
Second line of a record – GLP-1R inv ag, PTHR1 agonist, HEK293 tox
O=C(CNC(=O)c1ccc(F)cc1)OCc1cc(=O)n2nc(C3CCCCC3)sc2n1
    0%, -54%, 6%
COc1cc2c(cc1OC)C(c1ccc(F)cc1)N(c1ccc(F)cc1)C(=O)C2 (centres undefined)
    10%, -19%, -5%
O=C(CSc1nc(-c2ccccc2)c2ccccc2n1)Nc1ccc(F)cc1
    1%, i, 8%
Cc1ccc(Cl)cc1N1CCN(C(=O)c2cnn(C)c2C2CCN(C(=O)OC(C)(C)C)CC2)CC1
    10µM*, -24%, -20%
CCN1CCN(Cc2c(O)ccc3cc(-c4ccc(OC)cc4)c(=O)oc23)CC1
    13%, -5%, .
Cc1cn2c(=O)c(S(=O)(=O)NCc3ccccc3Cl)c(C)nc2s1
    30%[activator], -6%, -1%
O=C(NCCC1=CCCCC1)c1ccc2c(c1)N(Cc1cccc(Cl)c1)C(=O)c1ccccc1S2=O (centres undefined)
    12%, i, -2%
O=C(CSc1nnc2[nH]c(=O)cc(-c3ccccc3)n12)Nc1ccc(F)cc1F
    7%, i, 12%
O=C(CCCCCn1c(=O)c2sccc2n(Cc2ccc(Cl)cc2)c1=O)NCc1ccc2c(c1)OCO2
    12%, -11%, 1%
Cc1cc(F)ccc1NC(=O)CCS(=O)(=O)c1cc2c3c(c1)CCN3C(=O)CC2
    10%, -12%, 3%

Following part.
Second line of a record – GLP-1R inv ag, PTHR1 agonist, HEK293 tox
CCOc1cccc(NC(=O)c2sc3nc(-c4ccc(F)cc4)ccc3c2N)c1
    -23%, -26%, 126%[activator]
Fc1ccc(CSc2nncn3c2cc2occc23)c(Cl)c1
    -29%, -62%[inhibitor], -4%
COc1cccc(CNCc2c(C(=O)O)c(C)n(Cc3ccc(F)cc3Cl)c2C)c1OC
    -7%, i, -5%
COc1ccc(OC)c(NC(=O)c2cnc(N3CCCC3)nc2C)c1
    27%, -19%, -6%
CCc1ccc(NC(=O)Cn2c(C(=O)OC)cc3oc(C)cc32)cc1
    4%, -25%, -1%
Cc1c(C(=O)NC(C)c2ccccc2)sc2ncnc(N(C)C3CCCCC3)c12 (centres undefined)
    11µM*, i, 7%
COC(=O)c1cc(S(=O)(=O)N2CCN(c3cccc(C)c3)C(C)C2)cn1C (centres undefined)
    -15%, -19%, -8%
COC(=O)Cn1c(=O)c2cccn2c2ccc(F)cc21
    2%, -12%, -8%
COc1ccc(-c2onc(C)c2C)cc1S(=O)(=O)N1CCC(C)CC1
    -6%, i, -7%
Cc1ccc(C(=O)Nc2ccc3c(c2)N(C)C(=O)c2ccccc2S3)cc1
    ?, -63%[inhibitor], -29%
COc1ccc(S(=O)(=O)c2cc3cc(OC)ccc3oc2=O)cc1
    11%, i, -3%

In the list so far, these have a furan ring, fused or not.
Second line of a record – GLP-1R inv ag, PTHR1 agonist, HEK293 tox
Cc1oc2ncn(C)c(=O)c2c1C(=O)N(C)c1ccccc1F
    ?, -16%, -10%
CCOC(=O)c1ccccc1Nc1cc(C)nc2nc(-c3ccco3)nn12
    16%, -12%, -7%
CC(C)COc1ccc(C(=O)Nc2nnc(S(=O)(=O)N(C)Cc3ccco3)s2)cc1
    8%, i, 2%
Fc1ccc(CSc2nncn3c2cc2occc23)c(Cl)c1
    -29%, -62%[inhibitor], -4%
CCc1ccc(NC(=O)Cn2c(C(=O)OC)cc3oc(C)cc32)cc1
    4%, -25%, -1%

The list is partial; rates above refer to the full screens.
